# Assay outcomes: PubChem BioAssay, National Center for Advancing Translational Sciences (NCATS)
# UDG counterscr: UDG inhibition counter-screen. actives 0.14% (n = 91,000). Potency, µM (doses to about 115 µM), for inactives: at the top dose activity change, negative = inhibition, actives largely listed as inhibitors. FRET deamination/UDG coupled assay, UDG read, 4 h. AID 1347430; note: nearly all actives have a fitted effect of over 65% in size
# AID inh: blocks human AID cytidine deaminase activity. AID deamination FRET fluorescence, UDG-coupled, 4 h. Potency, µM (highest dose often 115 µM), for the others: at the highest dose activity change, negative = inhibition, usual class: inhibitors. actives 0.32% (n = 91,000); note: nearly all actives have a fitted effect of over 25% in size
# Target sequence (Q9GZX7 whole entry, looked up): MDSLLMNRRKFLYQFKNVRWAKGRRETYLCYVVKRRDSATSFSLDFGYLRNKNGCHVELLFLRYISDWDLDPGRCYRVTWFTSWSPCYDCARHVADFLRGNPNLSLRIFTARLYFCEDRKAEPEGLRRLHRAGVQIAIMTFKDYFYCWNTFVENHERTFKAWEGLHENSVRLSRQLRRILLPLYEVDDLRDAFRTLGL
# * hit, by the source's call; ? = inconclusive; [ ] = dose if it differs, or a comment. Calls come from the whole dose curve; as a rule, active = well fitted curve in the direction sought with a large enough effect; inconclusive = small, poorly fitted or top-dose-only effect, or another doubt; inactive = no such curve, though single readings can be large; an effect the other way counts as inactive or inconclusive. % is set by controls: 0 for no effect and ±100 for the full control effect; potency is the fitted concentration of half-maximal effect. A portion of the library (hit frequency here may not be typical).
SMILES,UDG counterscr,AID inh
O=C(CCC(=O)N1CCC(c2noc3ccc(F)cc23)CC1)N1CCCCCC1,-4%,-6%
Cc1cc(NC(=O)c2ccc(-c3ccc(Br)cc3)o2)cc(-c2nc3ncccc3o2)c1O,-1%,43%[activator]
Cc1ccccc1N1C(=O)CC(c2c[nH]c3ccccc23)C1=O (stereo not given),-2%,0%
Cc1nn(-c2ccc3nncn3n2)c(C)c1CCC(=O)Nc1ccc(OC(F)(F)F)cc1,7%,13%
O=C(O)Cc1ccc2c(c1)[nH]c1ccc(Br)cc12,4%,1%
COc1cccc(-c2cnc(NCc3ccccc3Cl)n2C)c1,-1%,-7%
CCc1ccc(S(=O)(=O)c2nnn(-c3ccc(F)cc3)c2N)cc1,4%,-9%
CCCCc1ccc(-c2csc(-c3nc(-c4ccc(CC)cc4)c(C)s3)n2)cc1,2%,-3%
COc1ccc(OC)c(COC(=O)c2cc(OC)ccc2Br)c1,-4%,-7%
Cc1ccc(S(=O)(=O)C(CNC(=O)C(=O)NCCc2ccc(F)cc2)c2cccs2)cc1 (stereo not given),8%,16%
COc1ccc(CNC(=O)Cn2c(=O)cc(-c3ccccc3)c3c(C)nn(C)c32)cc1,-9%,-30%
COc1ccc2nc(SCC(=O)c3c(C)[nH]c4ccccc34)nc(C)c2c1,-6%,32%[activator]
Cc1ccc(CNC(=O)c2nc(S(=O)(=O)Cc3ccc(C)cc3)ncc2Cl)cc1,-2%,0%
Cc1oc2ncnc(N3CCOCC3)c2c1C(=O)Nc1ccc(Br)cc1F,-19%,-18%
COc1ccc(N2CCN(C(c3ccccc3)c3nnc(-c4ccccc4Cl)o3)CC2)cc1 (stereo not given),-22%,-14%

# Single records, as listed above. Screens in order: UDG counterscr	AID inh
# Cc1oc2ncnc(N3CCOCC3)c2c1C(=O)Nc1ccc(Br)cc1F is listed with -19%	-18%
# O=C(CCC(=O)N1CCC(c2noc3ccc(F)cc23)CC1)N1CCCCCC1 is listed with -4%	-6%
# Cc1ccc(CNC(=O)c2nc(S(=O)(=O)Cc3ccc(C)cc3)ncc2Cl)cc1 is listed with -2%	0%
# CCCCc1ccc(-c2csc(-c3nc(-c4ccc(CC)cc4)c(C)s3)n2)cc1 is listed with 2%	-3%
# COc1ccc2nc(SCC(=O)c3c(C)[nH]c4ccccc34)nc(C)c2c1 is listed with -6%	32%[activator]

# Four compounds already listed, sorted by the number in AID inh, highest first:
SMILES | AID inh
Cc1ccccc1N1C(=O)CC(c2c[nH]c3ccccc23)C1=O (stereo not given) | 0%
CCCCc1ccc(-c2csc(-c3nc(-c4ccc(CC)cc4)c(C)s3)n2)cc1 | -3%
O=C(CCC(=O)N1CCC(c2noc3ccc(F)cc23)CC1)N1CCCCCC1 | -6%
COc1ccc(CNC(=O)Cn2c(=O)cc(-c3ccccc3)c3c(C)nn(C)c32)cc1 | -30%

# Going on with the list:
SMILES,UDG counterscr,AID inh
Cc1ccccc1NCc1cccn1-c1nnc(N2CCOCC2)s1,-2%,15%
O=C(C1CCC1)N(CCc1ccccc1)Cc1ccncc1,3%,5%
CCCNC(=O)c1ccc2nc(-c3ccc(C)cc3)cc(OCC)c2c1,-2%,5%
Cc1cc(C)cc(NC(=O)Cn2c(=O)n(CCC(C)C)c(=O)c3cccnc32)c1,?,1%
CCOc1ccc(CCNC(=O)Cn2nc(CC)n3c(cc4c(OC)cccc43)c2=O)cc1OCC,-8%,13%
COc1ccc(CCNC(=O)c2nc(SCc3ccc(C)cc3)ncc2Cl)cc1OC,1%,-9%
CCOc1ccc(C2CC(c3c(O)n(C4CCCCC4)c(=O)[nH]c3=O)=Nc3ccccc3S2)cc1 (stereo not given),?,4%
Cc1nc2nc(C)c(NC(=O)Nc3cccc(C(F)(F)F)c3)c(=O)n2[nH]1,0%,-2%
COc1ccc(OC)c(/C=C(\C#N)c2nc3ccccc3c(=O)[nH]2)c1,48%[activator],79µM*
CCCc1nnc(NC(=O)Nc2ccccc2Cl)s1,-9%,5%
CCOc1ccccc1NC(=O)C1=C(C)Nc2ncnn2C1c1ccccn1 (stereo not given),3%,196%[activator]
Cc1ccc(CNS(=O)(=O)c2cnc(N)nc2)cc1,5%,6%
CC(=O)c1cccc(NC(=O)c2sc3nc4c(cc3c2N)CCCC4)c1,-5%[57.5 µM],-3%[57.5 µM]
CCOC(=O)c1ccc(NC(=O)N2CCOc3ccccc32)cc1,-9%,-27%
CCNC(=O)NC(=O)CSc1cc(C)c2cc(C)cc(C)c2n1,-5%,0%
Cc1ccc(CCC(=O)NCCCN2CCCC2)cc1,1%,2%
COc1cccc(CSc2nc(-c3ccccc3F)nc3c2Cc2c(CO)cnc(C)c2O3)c1,0%,-12%
Cc1ccc2c(C)c(C(=O)N3CCC(c4nc5ccccc5s4)CC3)oc2c1C,-17%[57.5 µM],?
Cc1ccc(CCC2CCN(C(=O)c3n[nH]c(=O)c4ccccc34)CC2)cc1,-5%,-15%
CN(C(=O)Nc1cn(C)c(=O)c2ccccc12)c1ccccc1,11%,145%[activator]
COc1ccc(Cl)cc1NC(=O)CCC(=O)c1ccc(C)cc1,8%,-17%
CSc1ncc(Cl)c(C(=O)N(Cc2ccccc2Cl)C2CCS(=O)(=O)C2)n1 (stereo not given),-29%,13%
CCOc1ccc(C(=O)N2c3ccccc3NC(=O)C2CC(=O)Nc2cccc(C(F)(F)F)c2)cc1 (stereo not given),13%,-15%
CCn1c(SCC(=O)Nc2nncs2)nnc1C1CCCC1,8%,6%
CC(=O)N1c2c(cc(Br)cc2S(=O)(=O)N2CCN(c3ccccc3)CC2)CC1C (stereo not given),?,-14%
COc1ccccc1N1CCN(C(=O)c2c(C)oc3ncn(C)c(=O)c23)CC1,?,5%
CCC(C(=O)Nc1cccc(-c2nc3cccnc3s2)c1C)c1ccccc1 (stereo not given),-1%[57.5 µM],-18%
CCCCN(Cc1ccccc1)c1ccc(NS(=O)(=O)c2cc(C)ccc2C)cc1C(=O)O,-1%,0%
COc1cccc2cc(-c3nnc(-c4ccc(Cl)cc4)o3)c(=O)oc12,-4%[57.5 µM],102%[activator]
COc1ccc(C)cc1NC(=O)CCc1c(C)nn(-c2ccc(N3CCOCC3)nn2)c1C,16%,2%
Cc1ccc(Sc2ccc(NC(=O)c3cccc4ccccc34)cc2)c(C)c1,-13%,-15%
CCCCc1ccc(C(=O)c2c(N)c(C(=O)Nc3cccc(OC)c3)c3ccccn23)cc1,-5%,-5%
CN(C)C(CNC(=S)NC1CC2CCC1C2)c1cccs1 (stereo not given),-7%,-8%
CCCNc1c(NC(=O)Nc2ccc(CC)cc2)c(=O)oc2ccccc12,5%,-3%
COC(=O)c1ccccc1NC(=O)C1=C(C)C(=O)OC12CCCCCC2,16%,0%
COc1ccc(C2C(C(=O)Nc3ccccc3OC)=C(C)Nc3c(C(=O)Nc4ccccc4)cnn32)c(OC)c1 (stereo not given),-14%,?
COc1ccc(CCNC(=O)c2cnc3sc(N4CCOCC4)nn3c2=O)cc1OC,0%,-1%
Cc1ccc(COc2ccc(C=O)cc2)cc1,6%,-4%
O=C(NCc1ccccc1Cl)c1cc2cccc3c2n1CCS3,31%[activator],-27%
COCCN1C(=O)c2ccccc2C(C(=O)Nc2ccccc2)C12CCCC2 (stereo not given),-11%,-9%
COc1ccc(CNC(=O)CSc2ncc(S(=O)(=O)c3ccc(C)c(Cl)c3)c(=O)[nH]2)cc1,-6%,-12%
CCCCC1CCC(C(=O)N2CC(=O)Nc3ccc(C)cc3C2c2ccc(F)cc2)CC1 (stereo not given),-13%,?
CCn1cc(C(=O)NCCc2ccc(C)cc2)c(=O)c2cc(S(=O)(=O)N3CCC(C)CC3)ccc21,-19%,?
N#Cc1ccccc1OCC(=O)c1ccc2ccccc2c1,-6%,-2%
N#Cc1c(-c2ccccc2)cc(-c2cccs2)nc1SCCS(=O)Cc1ccccc1 (stereo not given),-3%,-13%
COc1ccc(NC(=O)CN2C(=O)C3(SCC(=O)N3c3cccc(OC)c3)c3ccccc32)cc1 (stereo not given),1%,-3%
COc1ccc(C(C)=O)cc1COc1ccc(C#N)cc1,-7%,-13%
Cc1ccc(C)c(S(=O)(=O)c2cn(C)c3cc(N4CCCCC4C)c(F)cc3c2=O)c1 (stereo not given),1%,247%[activator]
CC1(C)CC(NC(=S)NC2CCCCC2)CC(C)(C)N1,7%,-1%
COCCn1c(SCC(=O)c2ccc(F)cc2)nc2cc(C(=O)NC3CCCC3)ccc2c1=O,43%[activator],-1%
O=C(OC12CC3CC(CC(C3)C1)C2)c1ccc(Br)c([N+](=O)[O-])c1,-8%,-7%
CCOC(=O)c1ccc(NC(=O)CSc2nnc3c4ccccc4n(CC)c3n2)cc1,12%,-2%
O=C(CSc1ncc(CO)n1Cc1ccccc1)Nc1nc2ccccc2s1,-10%,-15%
COc1ccc(-n2ccn(CC(=O)Nc3ccc(C)cc3C)c(=O)c2=O)cc1,-3%[57.5 µM],-11%
CCCc1cc(NCc2ccccn2)n2ncc(-c3ccccc3)c2n1,-4%,-11%
CCn1cc(C(=O)NCc2ccc(F)cc2)c(=O)c2cc(S(=O)(=O)N(C)C)ccc21,-6%[57.5 µM],-17%[57.5 µM]
O=C(CCc1c[nH]c2ccccc12)Nc1ccc(N2CCCCC2)cc1,5%,-5%
CCN(CC)c1ccc(NC(=S)Nc2ccccc2)cc1,-2%,-9%
COc1ccccc1NC(=O)C1=C(C)Nc2ncnn2C1c1ccccn1 (stereo not given),-24%,-10%
CC12CCC(C/C1=N\NC(N)=S)C2(C)C (stereo not given),-21%,-10%

# Continuation.
SMILES,UDG counterscr,AID inh
O=S(=O)(c1ccc(Cl)cc1)c1nnn2c1nc(NC1CCCCC1)c1sccc12,0%,3%
CC(C)(C)C1CCC(=NNC(=O)Cc2ccccc2)CC1 (stereo not given),-1%,-1%
COc1ccc(CCNC(=O)c2c(O)nc3c(C)cccn3c2=O)cc1OC,-11%,7%
CC(C)(C)c1ccc2c(c1)Oc1cc(C(C)(C)C)ccc1OCCOCCOCCO2,2%,-7%
COc1ccc(C(=O)c2ccccc2C)cc1,3%,-6%
Cc1ccc(SCCC(=O)Nc2c(C)nn(C)c2C)cc1C,3%,4%
COc1ccc(Cl)cc1-n1nnc(C(=O)Nc2cccc(C(F)(F)F)c2)c1C,8%,1%
CC(=O)NNC(=O)COC(=O)c1ccccc1Sc1ccccc1C#N,6%,4%
COCCNC(=O)c1nn(-c2ccc(C)cc2)c(=O)c2c1c1ccccc1n2C,-4%,-2%
Cc1ccc(NC(=O)Cn2c(=O)ccc3cc(S(=O)(=O)N4CCC(C)CC4)ccc32)cc1Cl,-6%,4%
COc1ccccc1CNc1nc2nc(C)c(Cl)c(C)n2n1,-15%,14%
Cc1cc(C(=O)N(Cc2ccco2)C2CC2)sc1C,8%,2%
C[C@@H](NC(=O)CN(c1ccccc1)S(=O)(=O)N(C)C)c1ccccc1,21%,15%
O=C(NCc1ccccn1)c1ccc(C2CCCCC2)cc1,-17%,-14%
CC(=O)Oc1ccc2c(C)c(CC(=O)NC3CCCCCC3)c(=O)oc2c1OC(C)=O,-5%,4%

# 4 entries from above, arranged by length of the SMILES, descending:
SMILES,UDG counterscr,AID inh
CC(=O)Oc1ccc2c(C)c(CC(=O)NC3CCCCCC3)c(=O)oc2c1OC(C)=O,-5%,4%
C[C@@H](NC(=O)CN(c1ccccc1)S(=O)(=O)N(C)C)c1ccccc1,21%,15%
COc1ccccc1CNc1nc2nc(C)c(Cl)c(C)n2n1,-15%,14%
COc1ccc(C(=O)c2ccccc2C)cc1,3%,-6%

# (next part)
SMILES,UDG counterscr,AID inh
CCOCCCNC(N)=S,2%,1%
O=C(Nc1nnc(N2CCCCCC2)s1)Nc1cc(F)ccc1F,1%,-5%
Cc1cccc(OCC(=O)Nc2nc3c(s2)CC(C(C)(C)C)CC3)c1C (stereo not given),?,-14%
COc1ccc(OC)c(CCNC(=O)c2cnn(-c3ccccc3)c2-n2cccc2)c1,0%,?
Cc1cccc(N2CCN(C(=O)C3CCN(c4ncnc5c4nc4n5CCCCC4)CC3)CC2C)c1 (stereo not given),-11%,?
Cc1cccc(NC(=O)CSc2nnc(N)s2)c1,-2%,3%
COc1ccc(Cn2cc(C(=O)c3ccc(C)c(C)c3)c(=O)c3ccccc32)cc1,-12%,?
CCC(C)Oc1ccccc1/C=C(\C#N)c1nc2ccccc2[nH]1 (stereo not given),-3%,5%
Cc1ccc(NC(=O)C2=C(c3ccccc3)NC(=S)NC2c2ccc(C)cc2)cc1 (stereo not given),-2%,-3%
Cc1nc2ccc(Cl)cc2cc1C(=O)NCCOc1ccc(F)cc1,0%,4%
CC(=O)C1=C(c2ccc(OC(F)F)cc2)N(C(C)=O)n2c(nnc2-c2ccccc2)S1,-13%,28%
Clc1ccccc1CSc1nnc(C2CCNCC2)o1,1%,-3%
CC(C)CC1N=C2c3ccccc3N=C(SCC(=O)NCCc3ccc(Cl)cc3)N2C1=O (stereo not given),-4%,-18%
COc1ccc(CCNC(=O)c2ccc3c(c2)N(Cc2c(F)cccc2Cl)C(=O)CS3)cc1OC,0%,1%
COc1ccccc1C1C=C(c2ccc(Cl)cc2)Nc2nc(-c3ccc(Cl)cc3)nn21 (stereo not given),-11%,-6%
